EPAC1 ag = EPAC1 (human) agonism | EPAC1 agonist qHTS, biochemical assay; response scale: 100% = response to 6.5 mM cAMP | Potency, µM (top dose mostly 154 µM), for the others: at the highest dose activation, usual class: activators | actives 0.073% (n = 360,000) | AID 720707 | O95398; note: potency is the fitted concentration of half-maximal effect; nearly all actives have a fitted effect of over 60% in size
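Compounds were pinned as a concentration titration into mixtures of EPAC1 (100 nM), BODIPY-GDP-loaded Rap1B (250 nM) and GDP (50 uM). After 5 min at room temperature, fluorescence was followed for 30 min; activity was scaled to 6.5 mM cAMP.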
FUS yeast rescue = FUS proteinopathy suppression in yeast; S. cerevisiae FUS-expressing, growth rescue, OD600, 24 h; Potency, µM (top dose mostly 76.6 µM), without a hit: top-dose growth rescue (activation), hits mostly activators; actives 0.24% (n = 390,000); AID 1347120;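 note: potency is the fitted concentration of half-maximal effect; plate controls were DMSO vehicle for no effect and reference control for full effect; nearly all actives have a fitted effect of over 55% in size; some results filed as inactive show a strong effect at the top dose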
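Galactose (2%) drives FUS expression in yeast precultured in raffinose; seeding density OD 0.005. Test compounds incubated 24hr at 30C and 99% humidity before absorbance at 600 nm was measured.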
PI5P4K alpha inh = PI5P4K alpha (human) kinase inhibition; PI5P4Kalpha enzyme, ADP-Glo luminescence, 60 min; active compounds read low; P48426; max response, %; actives 1.2% (n = 330,000); AID 652105; active = max response of -50% or lower; inconclusive = between -30% and -50%; inactive = -30% or higher; note: value at the top dose of about 77 µM; % is set by controls: 0 for no effect and ±100 for the full control effect
Target sequence (P48426 whole entry, looked up): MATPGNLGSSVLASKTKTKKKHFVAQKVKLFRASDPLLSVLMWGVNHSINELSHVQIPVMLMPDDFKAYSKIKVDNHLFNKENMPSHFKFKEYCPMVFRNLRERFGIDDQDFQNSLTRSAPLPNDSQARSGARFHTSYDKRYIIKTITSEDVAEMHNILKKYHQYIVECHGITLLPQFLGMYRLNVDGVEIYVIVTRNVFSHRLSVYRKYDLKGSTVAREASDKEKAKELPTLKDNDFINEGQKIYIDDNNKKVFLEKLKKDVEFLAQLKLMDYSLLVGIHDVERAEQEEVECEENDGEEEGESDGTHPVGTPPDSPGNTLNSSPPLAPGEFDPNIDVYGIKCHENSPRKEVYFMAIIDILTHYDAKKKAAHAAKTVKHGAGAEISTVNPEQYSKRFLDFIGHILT
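Enzyme plus substrate dispensed, test compounds pinned in, then ATP (5 microM final) added. After 60 min at RT, ADP-Glo reagent 1 for 45 min and reagent 2 for 30 min preceded luminescence imaging.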
EPAC1 antag = antagonists of human EPAC1. EPAC1 GEF assay, Rap1b-BODIPY-GDP exchange fluorescence. Potency, µM (titrated, usually from 115 µM), for the others: at the top dose activity change, negative = inhibition, actives largely listed as inhibitors. actives 0.14% (n = 360,000). AID 720709;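 note: potency is the fitted concentration of half-maximal effect; plate controls were vehicle for no effect and positive control for full effect; nearly all actives have a fitted effect of over 50% in size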
Abeta yeast res = A-beta toxicity reversal in yeast. Potency, µM (top dose mostly 46.1 µM), for inactives: top-dose growth rescue, actives largely listed as activators. actives 0.063% (n = 410,000). yeast expressing A-beta42, growth rescue, OD600, 48 h; response scale: 0% DMSO, 100% iron-clioquinol control; note: potency is the fitted concentration of half-maximal effect; nearly all actives have a fitted effect of over 55% in size
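Yeast A-beta toxicity model in growth medium with pinned compounds, 48 h at 30 C; growth read as absorbance at 600 nm. Normalized to FeCl3/clioquinol equimolar mix (positive) and DMSO (negative).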
WRN helicase inh = inhibitors of human WRN helicase; Q14191; WRN helicase unwinding, fluorescent forked duplex, kinetic; Potency, µM (series often up to 114 µM), inactives show at the highest dose activity change, negative = inhibition, usual class: inhibitors; actives 0.46% (n = 360,000); AID 651768; note: potency is the fitted concentration of half-maximal effect; % is set by controls: 0 for no effect and ±100 for the full control effect; nearly all actives have a fitted effect of over 55% in size
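WRN at 20 nM final was preincubated with compound for 15 min at room temperature; reaction started with 100 nM forked duplex oligonucleotide carrying fluorophore and quencher plus 2 mM ATP (final). Unwinding followed kinetically by red fluorescence (ex 525/em 598 nm).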
aSyn rescue = inhibitors of alpha-synuclein toxicity in yeast; Yeast expressing alpha-synuclein, growth rescue, BacTiter-Glo, 24 h; Potency, µM (top dose mostly 46.1 µM), for inactives: at the highest dose growth rescue (activation), usual class: activators; actives 0.14% (n = 370,000); AID 652106; note: potency is the fitted concentration of half-maximal effect; % of control where 0% means no effect; nearly all actives have a fitted effect of over 65% in size
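Readout is rescue of growth in alpha-synuclein-expressing yeast, so inhibitors of toxicity appear as activators. Growth after 24 hr at 30 deg C in galactose medium is quantified by luminescence.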
PLK1 PBD inh = blocks phosphopeptide binding to human PLK1 polo-box domain. P53350. actives 2.8% (n = 360,000). Potency, µM, without a hit: max response, negative = inhibition, most hits filed as inhibitors. Plk1 PBD binding of FITC phosphopeptide, fluorescence polarization. AID 720504; note: potency is the fitted concentration of half-maximal effect; series mostly up to about 57 µM; % is set by controls: 0 for no effect and ±100 for the full control effect; nearly all actives have a fitted effect of over 65% in size
Target sequence (P53350 whole entry, looked up, the tested form may be a part): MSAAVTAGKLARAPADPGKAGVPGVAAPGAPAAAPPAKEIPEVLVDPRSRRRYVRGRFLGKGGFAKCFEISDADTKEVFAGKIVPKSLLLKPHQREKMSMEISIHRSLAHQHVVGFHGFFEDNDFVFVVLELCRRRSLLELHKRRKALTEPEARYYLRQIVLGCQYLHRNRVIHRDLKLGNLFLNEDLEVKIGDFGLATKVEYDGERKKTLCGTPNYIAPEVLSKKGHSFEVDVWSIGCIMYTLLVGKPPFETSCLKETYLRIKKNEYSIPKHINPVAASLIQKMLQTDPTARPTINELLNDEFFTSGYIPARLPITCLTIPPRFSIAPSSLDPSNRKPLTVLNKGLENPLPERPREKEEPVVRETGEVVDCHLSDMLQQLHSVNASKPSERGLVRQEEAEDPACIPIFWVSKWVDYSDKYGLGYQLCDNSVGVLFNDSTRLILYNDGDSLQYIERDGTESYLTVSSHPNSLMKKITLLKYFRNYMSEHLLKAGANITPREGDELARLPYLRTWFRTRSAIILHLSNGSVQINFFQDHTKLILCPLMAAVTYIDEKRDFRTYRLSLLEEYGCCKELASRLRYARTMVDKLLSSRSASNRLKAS
IL2 activator = IL-2 activation. IL-2 activation reporter assay, cell-based qHTS; stimulated with anti-CD3/CD4/CD28 beads; in transgenic mouse T cells. activation, % (series mostly up to about 46 µM). actives 0.065% (n = 360,000); in the data active = activation above about 50%; inconclusive = mostly about 30% to 49%; note: 0% is about no effect
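Unstimulated transgenic mouse T cells preincubated 60 min with compound, then stimulated with anti-CD3/anti-CD4-coated beads plus anti-CD28 for 18 h at 37 degrees C. IL-2 response read as EGFP and DsRed fluorescence by plate cytometry.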
Active calls of the source: *; ? = inconclusive; nt = not tested or not shown; [ ] = another dose, or the depositor's remark. Unless noted, calls come from the whole dose curve; as a rule, active = well fitted curve in the direction sought with a large enough effect; inconclusive = small, poorly fitted or top-dose-only effect, or another doubt; inactive = no such curve, though single readings can be large; an effect the other way counts as inactive or inconclusive.

SMILES	EPAC1 ag	FUS yeast rescue	PI5P4K alpha inh	EPAC1 antag	Abeta yeast res	WRN helicase inh	aSyn rescue	PLK1 PBD inh	IL2 activator
CC(=O)c1cccc(NC(=O)COC(=O)C2CCCN2C(=O)c2cccs2)c1 (stereo not drawn)	5%	nt	1	1%	0%	-12%	13%	-11%	-2.9
Cc1ccc(NC(=S)NN2CCOCC2)c(C)c1	11%	-2%	6	-23%	6%	-1%	0%	-8%	-0.1
COc1ccc(Cl)cc1-n1c(=S)sc2c(=O)[nH]c(SCC(=O)NCC3CCCO3)nc21 (stereo not drawn)	-10%	43%	nt	?	7%	-6%	1%	-15%	-2.3
CC(=O)Nc1ccc(NC(=O)Nc2ccccc2C)cc1	7%	-16%	-2	-16%	7%	-2%	-4%	1%	0.6
C[C@@H]1CC[C@]2(C(=O)O[C@@H]3O[C@H](CO)[C@@H](O)[C@H](O)[C@H]3O)CC[C@]3(C)C(=CCC4[C@@]5(C)C[C@@H](O)[C@H](O)[C@@](C)(C(=O)O[C@@H]6[C@H](O)C[C@@]7(C)C(CC[C@]8(C)C7CC=C7[C@H]9[C@](C(=O)O[C@@H]%10O[C@H](CO)[C@@H](O)[C@H](O)[C@H]%10O)(CC[C@@H](C)[C@@]9(C)O)CC[C@]78C)[C@@]6(CO)C(=O)O)C5CC[C@]43C)[C@@H]2[C@]1(C)O (stereo partly drawn)	13%	13µM*	-22	4%	5%	-2%[11.6 µM]	2%	-7%	-0.6
CCOC(=O)C1=C(C)N(c2ccc(OCC)cc2)C(=O)/C1=C\c1ccco1	2%	8%	-4	-28%	-7%	-16%	-8%	-30%	2.0
C=CCNC(=O)c1ccccc1NC(=O)c1ccc(Cl)c(S(=O)(=O)Nc2cccc(C)c2C)c1	8%	nt	14	-16%	4%	-20%	-8%	-2%	-1.4
C/C(CC(=O)Nc1ccc2ccccc2c1)=N\NC(=O)c1cnccn1	40µM*	nt	0	55%[activator]	-2%	-6%	14%	3%	4.8
CN(C)S(=O)(=O)c1cccc(NC(=O)CSc2cccc3cccnc23)c1	-1%	-3%	6	-6%	32%	-19%	22%	11µM*	-6.0
CCOC(=O)CCc1c(C)nc(SCCCn2c(=O)[nH]c3ccccc32)c(C#N)c1C	13%	5%	nt	-10%	17%	-6%	5%	-16%	-0.7
CC(=O)C1=C(C)NC(=O)NC1c1ccc(OC2CCCC2)cc1 (stereo not drawn)	-9%	?	nt	-2%	0%	4%	-4%	6%	1.6
O=C1C=CC(O)C2(CO)OC12 (stereo not drawn)	6%	-9%	?	18%	-1%	-17%	-1%	-12%	-1.1
COC(=O)C1CCN(C(=O)COC(=O)c2ccc(=O)n(Cc3ccccc3)n2)CC1	-1%	-14%	-7	-1%	6%	4%	-1%	-7%	-1.2
Cc1ccc2cc(CCNC(=O)Cc3cccs3)c(=O)[nH]c2c1	-6%	-16%	-7	-4%	8%	-21%	3%	4%	-0.1
O=S(=O)(O)Sc1ccccc1	4%	3%	-19	1%	4%	30%	2%	6µM*	-3.8
C#CCOC(=O)CN1C(=O)c2cccc3cccc(c23)C1=O	4%	-13%	-11	-25%	23%	4%	0%	-8%	-0.8
O=C(c1ccc([N+](=O)[O-])cc1)N1CCN(c2ncccn2)CC1	5%	18%	-3	12%	0%	1%	-1%	-2%	0.1
COCc1nnc(NC(=O)c2ccc(S(=O)(=O)N3CCCc4ccccc43)cc2)o1	16%	?	-2	1%	28%	-14%[57.1 µM]	?	-12%	-3.5
COc1cc(C(=O)Nc2c(C)cc(C)cc2C)c([N+](=O)[O-])cc1OC	6%	nt	-2	3%	-4%	5%	1%	-1%	-0.1
N#Cc1c2n(c3c(=O)n(Cc4ccccc4)cnc13)CCCC2	4%	8%	nt	11%	-5%	-3%	-2%	-9%	-1.2
Cc1cc(Cl)ccc1C(=O)C1CCCN(C(=O)c2cncs2)C1 (stereo not drawn)	0%	5%	-4	2%	-47%[inhibitor]	-1%	?	?	-1.3
CC(Oc1cccc(Br)c1)C(=O)N1CCCN(C)CC1 (stereo not drawn)	-3%	nt	-1	-2%	9%	-8%	5%	3%	-2.2
Cc1ccc(NC(=O)CNCc2ccccc2)cc1Br	6%	12%	-10	-30%	-11%	?	-8%	-13%	-1.8
COc1ccc(Br)cc1CN(C)CC(=O)NCCc1ccccc1	-4%	-4%	-4	-17%	-11%	-20%	-2%	-4%	-0.3
Cc1ccc(S(=O)(=O)Nc2ccccc2/C=N/c2nc3ccccc3n2C)cc1	-1%	11%	-2	-16%	-47%[inhibitor]	-7%	-37%[inhibitor]	-16%	-3.4

Ordered by SMILES length (high to low): some entries from above.
SMILES	EPAC1 ag	FUS yeast rescue	PI5P4K alpha inh	EPAC1 antag	Abeta yeast res	WRN helicase inh	aSyn rescue	PLK1 PBD inh	IL2 activator
C=CCNC(=O)c1ccccc1NC(=O)c1ccc(Cl)c(S(=O)(=O)Nc2cccc(C)c2C)c1	8%	nt	14	-16%	4%	-20%	-8%	-2%	-1.4
CCOC(=O)CCc1c(C)nc(SCCCn2c(=O)[nH]c3ccccc32)c(C#N)c1C	13%	5%	nt	-10%	17%	-6%	5%	-16%	-0.7
CCOC(=O)C1=C(C)N(c2ccc(OCC)cc2)C(=O)/C1=C\c1ccco1	2%	8%	-4	-28%	-7%	-16%	-8%	-30%	2.0
Cc1ccc(S(=O)(=O)Nc2ccccc2/C=N/c2nc3ccccc3n2C)cc1	-1%	11%	-2	-16%	-47%[inhibitor]	-7%	-37%[inhibitor]	-16%	-3.4
C/C(CC(=O)Nc1ccc2ccccc2c1)=N\NC(=O)c1cnccn1	40µM*	nt	0	55%[activator]	-2%	-6%	14%	3%	4.8
Cc1ccc2cc(CCNC(=O)Cc3cccs3)c(=O)[nH]c2c1	-6%	-16%	-7	-4%	8%	-21%	3%	4%	-0.1
C#CCOC(=O)CN1C(=O)c2cccc3cccc(c23)C1=O	4%	-13%	-11	-25%	23%	4%	0%	-8%	-0.8
CC(=O)Nc1ccc(NC(=O)Nc2ccccc2C)cc1	7%	-16%	-2	-16%	7%	-2%	-4%	1%	0.6
O=S(=O)(O)Sc1ccccc1	4%	3%	-19	1%	4%	30%	2%	6µM*	-3.8

More compounds:
SMILES	EPAC1 ag	FUS yeast rescue	PI5P4K alpha inh	EPAC1 antag	Abeta yeast res	WRN helicase inh	aSyn rescue	PLK1 PBD inh	IL2 activator
CC(=O)c1ccc(NC(=O)CN2C(=O)NC3(CCc4ccccc43)C2=O)cc1 (stereo not drawn)	3%	4%	2	-1%	1%	4%	7%	-13%	-0.8
O=C(COC(=O)c1cccs1)Nc1nc(-c2ccccc2)cs1	-7%	4%	-1	?	-7%	-17%	4%	-18%	-0.4
N#Cc1nc(-c2cccs2)oc1NCCCN1CCOCC1	7%	-18%	nt	0%	-2%	-13%[57.1 µM]	-3%	-8%	-3.0
Cc1ccc(-c2nc3ccc(Br)cn3c2Cc2ccccc2)cc1	-7%	28%	0	-14%	-13%	-7%	3%	-2%	-0.3
COc1ccc(/C=N/n2cnnc2)cc1Cn1nc(C)c([N+](=O)[O-])c1C	2%	17%	1	-5%	-5%	-2%	6%	-2%	0.5
COc1ccc(CNC(=O)CN(Cc2ccc(OC)cc2)C(=O)CCC(=O)Nc2ccccn2)cc1	-2%	13%	2	3%	-15%	11%	2%	-4%	3.4
Cc1ccc2nsnc2c1NC(=O)COc1ccccc1F	7%	4%	3	-16%	-6%	-14%[57.1 µM]	-2%	-3%	-1.2
CCOC(=O)c1c(C)[nH]c(C(=O)OC(C)C(=O)NC2CCCCC2C)c1C (stereo not drawn)	-10%	3%	1	7%	-1%	-1%	-2%[1.84 µM]	-3%	-0.3
CN(C1CCCCC1)S(=O)(=O)c1ccc(NC(=O)C2CCCCC2C(=O)O)cc1 (stereo not drawn)	3%	-6%	-4	0%	0%[9.22 µM]	-20%	6%	-3%	5.1
O=S1(=O)c2cccc3cccc(c23)N1CCBr	7%	-17%	2	-3%	-7%	-6%	3%	-3%	2.6
COc1cccc(N2CC(C(=O)Nc3nnc(SCC(=O)c4ccccc4)s3)CC2=O)c1 (stereo not drawn)	14%	nt	?	-23%	-13%	-10%	-1%	-14%	-0.1
CCOc1ccc(-c2nnc(SCC(=O)N(CC)CC)n2N)cc1	1%	10%	-1	-3%	6%	7%	-1%	-8%	-1.8
Cc1noc(C)c1COc1ccccc1C(=O)N(C)Cc1ccc(C(C)(C)C)cc1	-23%	40%	11	?	-23%	-11%	5%	-10%	-0.7
CC(=O)NC(c1ccc(F)c(F)c1)c1nc(-c2cnc3ccccc3c2)cs1 (stereo not drawn)	-7%	17%	7	-13%	8%	-9%	3%	8%	-0.7
Cc1nc2cc(OC3(C)CCN(Cc4ccc(OC(F)(F)F)cc4)C3)ccc2s1 (stereo not drawn)	-8%	33%	7	-14%	14%	-5%	3%	0%	-1.1
Cc1sc2nc(-c3cccs3)oc(=O)c2c1C	3%	13%	3	-15%	-3%	-5%[57.1 µM]	-3%	-5%	0.2
O=C(Nc1cc(Cl)ccc1-n1cncn1)c1cccs1	-12%	32%	0	-16%	15%	-22%	0%	-6%	1.0

Screening data: PubChem, National Center for Advancing Translational Sciences (NCATS)

The order is random. About 4.1% of those tested had a hit in this group.
